Dicer inh = inhibitors of Dicer pre-microRNA processing, primary screen, biochemical, cat-ELCCA, chemiluminescence. cat-ELCCA pre-miR-21 Dicer processing; stronger effect = higher value. 47,000 compounds, 6% hits. z-score at 25 µM. Endoribonuclease Dicer (Homo sapiens), Q9UPY3; in the data active means z-score above about 3, passing the limit was not always enough;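 further: plate controls were vehicle for no effect and no enzyme for full effect; higher signal means more uncleaved substrate so more Dicer inhibition; strong numbers were not always called active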
Target sequence (Q9UPY3 whole entry, looked up): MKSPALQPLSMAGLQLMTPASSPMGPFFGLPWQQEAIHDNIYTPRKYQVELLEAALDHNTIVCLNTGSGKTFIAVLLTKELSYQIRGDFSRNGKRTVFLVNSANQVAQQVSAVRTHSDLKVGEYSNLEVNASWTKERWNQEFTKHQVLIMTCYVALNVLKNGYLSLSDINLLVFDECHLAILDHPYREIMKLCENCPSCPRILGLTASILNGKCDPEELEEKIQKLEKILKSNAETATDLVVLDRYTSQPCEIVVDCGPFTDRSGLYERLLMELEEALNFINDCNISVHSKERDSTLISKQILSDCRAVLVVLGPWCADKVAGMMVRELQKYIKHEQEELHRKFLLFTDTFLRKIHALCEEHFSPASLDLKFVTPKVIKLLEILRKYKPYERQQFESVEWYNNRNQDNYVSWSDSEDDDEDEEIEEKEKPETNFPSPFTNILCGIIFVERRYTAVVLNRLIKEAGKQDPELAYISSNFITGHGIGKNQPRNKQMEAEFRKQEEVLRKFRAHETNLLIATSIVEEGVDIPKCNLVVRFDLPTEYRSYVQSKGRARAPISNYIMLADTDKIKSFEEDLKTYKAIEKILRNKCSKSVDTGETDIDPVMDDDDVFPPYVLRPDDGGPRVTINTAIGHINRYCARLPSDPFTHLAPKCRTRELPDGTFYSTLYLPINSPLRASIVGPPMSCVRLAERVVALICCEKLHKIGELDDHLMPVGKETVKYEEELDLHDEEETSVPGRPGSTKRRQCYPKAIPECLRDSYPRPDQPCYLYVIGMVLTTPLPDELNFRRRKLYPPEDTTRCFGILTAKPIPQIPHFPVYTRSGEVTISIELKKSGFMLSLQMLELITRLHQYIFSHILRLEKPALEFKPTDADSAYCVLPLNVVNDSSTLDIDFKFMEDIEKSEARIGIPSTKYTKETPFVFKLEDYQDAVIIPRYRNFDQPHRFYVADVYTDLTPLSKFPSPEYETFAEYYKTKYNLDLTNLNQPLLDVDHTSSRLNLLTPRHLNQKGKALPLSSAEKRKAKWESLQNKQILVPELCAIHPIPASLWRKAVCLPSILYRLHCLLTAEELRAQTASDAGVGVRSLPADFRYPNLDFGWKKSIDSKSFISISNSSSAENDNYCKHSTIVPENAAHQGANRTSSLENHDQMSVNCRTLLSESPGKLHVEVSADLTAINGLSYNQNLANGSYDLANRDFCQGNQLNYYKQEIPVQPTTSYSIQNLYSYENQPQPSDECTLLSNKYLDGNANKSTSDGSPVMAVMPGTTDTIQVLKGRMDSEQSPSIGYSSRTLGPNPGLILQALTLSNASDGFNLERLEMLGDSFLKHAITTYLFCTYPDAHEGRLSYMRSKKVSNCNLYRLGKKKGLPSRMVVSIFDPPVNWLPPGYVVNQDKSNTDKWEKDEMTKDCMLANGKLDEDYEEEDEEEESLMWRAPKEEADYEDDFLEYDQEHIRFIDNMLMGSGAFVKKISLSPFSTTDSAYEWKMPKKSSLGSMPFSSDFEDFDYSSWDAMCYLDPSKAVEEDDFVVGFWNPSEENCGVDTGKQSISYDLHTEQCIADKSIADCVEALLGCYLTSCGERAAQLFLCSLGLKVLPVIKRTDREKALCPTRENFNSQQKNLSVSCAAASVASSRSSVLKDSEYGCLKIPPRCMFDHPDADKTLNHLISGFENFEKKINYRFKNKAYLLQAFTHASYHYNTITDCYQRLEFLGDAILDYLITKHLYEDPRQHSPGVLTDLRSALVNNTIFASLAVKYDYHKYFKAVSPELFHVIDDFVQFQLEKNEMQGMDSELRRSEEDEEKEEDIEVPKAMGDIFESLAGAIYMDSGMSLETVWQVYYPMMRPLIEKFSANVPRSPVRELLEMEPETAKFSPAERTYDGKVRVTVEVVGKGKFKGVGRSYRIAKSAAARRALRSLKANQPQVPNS
* = called active by the depositor. Some of the compounds tested, so the mix of outcomes need not match the whole.

canonical_smiles | Dicer inh
c1ccc(-n2ncc3c(N4CCCC4)ncnc32)cc1 | -0.78
Cc1ccc(C(=O)/C=C/Sc2ccc(C(F)(F)F)cn2)cc1 | 1.2
CCOc1ccc(NC2CC(=O)N(c3ccc(N4CCOCC4)cc3)C2=O)cc1 (stereo not given) | -0.1
Cc1cc(C)nc(Nc2nc3ccccc3[nH]2)n1 | 3.7*
S=c1[nH]nc2sc3ccccc3n12 | -1
Cc1c(Cl)cccc1-n1ncnc1-c1ccc2c(c1)OCO2 | 1.2
Cc1cc(C)cc(OCC(O)CN2C(=O)NC(C)(C)C2=O)c1 (stereo not given) | 0.87
C=C(NCc1cccnc1)c1ccc(Cl)cc1 | -0.25
CC(C)c1ccc(CNc2nc3ccccc3n2CCN2CCOCC2)cc1 | 4.8*
CCOC(=O)c1cc(C)nc(N2CCC(C(N)=O)CC2)c1C#N | -0.19
O=C(Nc1cnn(Cc2ccc(F)cc2)c1)c1nc2ncccn2n1 | -0.2
Cc1nc(C)c(-c2csc(Nc3ccc(N(C)C)cc3)n2)s1 | 4.1*
Cc1cccc(-c2c3c(=O)n(C)c(=O)n(C)c3c3c(C)cc(C)nn23)c1 | -0.65
CC(=O)Nc1cc(C)c(O)c(-c2nc3cc(C(C)C)ccc3o2)c1 | -0.94
CN(NC(=O)c1c(Cl)cccc1Cl)C(=S)NC(C)(C)C | -0.71
CN(C)/C=C/C=c1/c(=O)c2cccc3cccc1c32 | 3.7*
N#CC1=C2N=C(N)c3ccccc3N2C2=C(C(=O)CCC2)C1c1ccc(Cl)cc1 (stereo not given) | 2
CCOc1ccc(Oc2nc(NCC(C)C)nc(N3CCOCC3)n2)nn1 | 5.8*
CCCN(CCC)C(=O)C1Sc2nnc(-c3ccccc3)n2NC1c1ccccc1 (stereo not given) | -0.05
O=C(Nc1ccccc1F)N1CCCC1c1cccnc1 (stereo not given) | -0.17
CN(C)CCCN1C(=O)C(=O)/C(=C(\O)c2ccccc2)C12C(=O)N(C)c1ccccc12 (stereo not given) | 1.8
CCOc1ncnc2c1sc1nc(C)cc(C)c12 | 1.1
Cc1cc(C)c(C#N)c(S(=O)Cc2ccc(Cl)cc2)n1 (stereo not given) | 1.5
N#Cc1c(N)nc2c(c1-c1cccnc1)CCCCC2 | -0.22
CCCC1CCC(C(=O)Nc2ccc(Br)cn2)CC1 (stereo not given) | -1.4
COc1cccc(-c2nc(-c3ccccn3)no2)c1 | -0.27
COCCCn1cnn2c(=O)c3ccccc3nc2c1=O | -1.6
Cc1cc(C)c(N=C2SCC(=O)N2Cc2ccco2)c(C)c1 | 4.8*
COCCOC(=O)c1c(C)oc2ccc(NS(=O)(=O)c3ccccc3)cc12 | 1.2
CCC(=O)C1C(=O)c2ccccc2C1=O | 1.7
OCc1ccccc1CN1CCCC1 | 0.31
N#CCCn1c(=S)[nH]c2ccccc21 | 8.6
CN(C(=O)CSc1nc(-c2cccs2)cc(C(F)(F)F)n1)c1ccccc1 | 0.58
Cn1cc(C(=O)OCC2CCN(CCNS(C)(=O)=O)CC2)c2ccccc21 | -1.8
CCOC(=O)c1c(N)n(-c2ccc3ccccc3c2)c2nc3ccccc3nc12 | -2
C=CCn1c(SCc2n[nH]c(=S)o2)nnc1-c1ccccc1 | -0.18
CC1=CCC2C(=O)N(c3ccc(N4CCOCC4)cc3)C(=O)C2C1 (stereo not given) | 0.06
COc1ccc(/C=C2/N=C(c3ccccc3)NN(Cc3ccccc3)C2=O)cc1 | -0.3
CCOC(=O)CSc1c(C)[nH]c2ccccc12 | -1.2
CC(=O)Oc1ccc2c(c1)C(C)=CC(C)(C)N2 | -0.73
Cn1nc(-c2ccc(S(=O)(=O)N=S(C)(=O)c3ccc(Cl)cc3)s2)cc1C(F)(F)F (stereo not given) | -0.51
CCCCNC(=O)N/N=C(/N)c1ccccn1 | -0.54
CCOC(=O)c1cc(C#N)c(Sc2nnc(SCC3CC3)s2)nc1C(F)(F)F | 1.2
CCNc1ncnc2c1oc1ccccc12 | -2.3
Clc1ccc(/C=C2\CCCC3C2=NNC3c2ccc(Cl)cc2)cc1 (stereo not given) | 0.14
Cc1noc(C)c1S(=O)(=O)/N=C/N(C)C | -0.76
CC1=CC(C)(C)N(C(=O)c2cccs2)c2ccc(OC(=O)c3cccs3)cc21 | 1.8
Cc1ccc(COc2ccc(C3CC(=O)Nc4nc(N)[nH]c(=O)c43)cc2)cc1 (stereo not given) | 3.3
Fc1cccc(F)c1NC(=S)Nc1cc(C(F)(F)F)cc(C(F)(F)F)c1 | 1.8
O=C(Nc1ccc(F)cc1)c1sc2ccccc2c1Cl | -0.53
CCCCc1ccc(NC(=O)COc2cc(C)c3c(c2)OC(C)(C)CC3=O)c(C)c1 | -0.82
CCOC(=O)NNC1(C#N)CCSC1 (stereo not given) | 1.7
COc1cc(C(CC(=O)O)CC(=O)CNc2ccc3c(c2)OCCCO3)cc(OC)c1OC (stereo not given) | 0.59
NC[C@@H]1O[C@H](c2ccccc2)Cc2c1ccc(O)c2O | -0.32
COc1ccccc1-n1cnc2cc(NCc3ccncc3)ccc21 | 5.3*
Cc1cc(NC(=O)C(C)Sc2nc(-c3ccccc3)cc(C(F)(F)F)n2)no1 (stereo not given) | -0.57
Cn1c(=O)c2c(nc(Oc3ccc(F)cc3Cl)n2C)n(C)c1=O | 2.9
O=C1COCC(=O)N1c1ccc(I)cc1 | 0.2
CC1(C)CC(=O)C=C(Nc2ccc(F)cc2)C1 | 1.4
CC1=C(C#N)C(c2ccc(N(C)C)cc2)C2=C(CC(c3ccc(Cl)cc3)CC2=O)N1 (stereo not given) | 1.6

Continued.
canonical_smiles | Dicer inh
COc1ccc(-c2nc(-c3ccncc3)[nH]c(=O)n2)cc1 | 0.52
CSc1nc(C)cc(Oc2ccc(OCC(N)=O)nn2)n1 | -0.06
COc1ccc2[nH]c(=O)c(-c3noc(-c4ccc(F)cc4)n3)cc2c1 | 0.39
Cn1nc2c3ccccc3n(Cc3ccc(F)cc3)c2nc1=S | -1.2
CS(=O)(=O)/C(C#N)=N/Nc1ccc(OC(F)(F)F)cc1 | -1.1
O=C1C=C(NCc2ccco2)CC(c2ccccc2)C1 (stereo not given) | 1.2
COc1ccc(OCc2nc(C#N)c(N3CCC(C(N)=O)CC3)o2)cc1 | 1.2
O=C(O)CCSc1nnc(-c2ccc(Cl)cc2)o1 | -1.6
CC(C)N1CCC(=O)N(c2ccccc2Cl)C1=O | 5*
O=c1c2ccccc2c(-c2ccccc2)nn1-c1ccc(Cl)c(Cl)c1 | -1.8
O=C1NCCN1CCNS(=O)(=O)c1ccc(S(=O)(=O)c2ccccc2)s1 | -0.11
CCOC(=O)c1c(NC(=O)CN(CC)C2CCCCC2)sc2c1CCCC2 | 2.8
CCOC(=O)C1CCN(S(=O)(=O)c2ccc(Br)cc2)CC1 | 0.45
O=C(Nc1ccc(N2CCOCC2)cc1)c1ccc(-n2cccn2)cc1 | -0.65
NC(=O)CC[C@H](N)C(=O)O | -6.4
Nc1cccc(C2=Nc3cccc4cccc(c34)N2)c1 | 3.2*
COC(=O)C1=C(C)NC2=C(C(=O)CC(c3ccc(F)cc3)C2)C1c1cn[nH]c1-c1ccccc1 (stereo not given) | -0.55
CC1(C)CC(=O)C2=C(C1)OC(N)=C(C#N)C2c1cn(-c2ccccc2)nc1-c1ccccc1 (stereo not given) | 0
N#Cc1c(-c2ccncc2)[nH]c(=S)[nH]c1=O | 3.6*
CN1C(=O)c2cccc3c(S(=O)(=O)Nc4ccc(C(=O)O)c(O)c4)ccc1c23 | -1.7
CCc1ccc(C2c3c(oc4ccc(F)cc4c3=O)C(=O)N2c2nc(C)c(C(=O)OC)s2)cc1 (stereo not given) | 1.1
COc1cc(C(=O)NNS(C)(=O)=O)c(-n2c(C)ccc2C)cc1OC | -1.1
CNS(=O)(=O)c1ccc2c(c1)Cc1cc(S(=O)(=O)NC)ccc1-2 | 0.52
O=S(=O)(N1CCCCC1)N1CCCN(S(=O)(=O)N2CCCCC2)CC1 | 1.1
NNC(=O)C1SCCN1S(=O)(=O)c1ccc(Cl)cc1 (stereo not given) | 0.41
CCOC(=O)C1C2C=CC3(CN(C(C)c4ccccc4)C(=O)C13)O2 (stereo not given) | 0.41
O=C(Cn1nc(C(F)(F)F)c2c1CCC2)Nc1ccc(-n2cccc2)c(Cl)c1 | 0.53
Cc1ccc2c(c1)C(=O)C(O)(c1ccccc1)C(=O)N2 (stereo not given) | -1.3
Cc1ccc(-c2noc(CN3CCC(C)CC3)n2)cc1 | -0.6
CCN(CC)CCn1c(NCc2ccc(C)cc2)nc2ccccc21 | 0.08
COC(=O)c1cc(S(=O)(=O)NCC2CN(Cc3ccccc3)CN(Cc3ccccc3)C2)oc1C | 2.3
N#Cc1cc2c(nc1SCC(=O)Nc1ccc(S(=O)(=O)Nc3nccs3)cc1)CCCCC2 | 1.5
CCOc1ccc(C2c3c(oc4ccccc4c3=O)C(=O)N2c2nnc(C)s2)cc1 (stereo not given) | -1.2
CC(C)n1cc(C(N)=S)c(=O)n(Cc2ccccc2)c1=O | -0.58
O=c1oc2ccccc2n1Cc1c(F)cccc1Cl | 0.3
O=C(O)CCC(=O)NCCN1CCNC1=O | 0.74
CCOC(=O)c1cnc(SCC(=O)c2ccc(Cl)cc2Cl)[nH]1 | 0.25
CCCCSc1cc2c(c([N+](=O)[O-])c1)-c1c(cc(SCCCC)cc1[N+](=O)[O-])C2=O | 1.4
O=C(CSc1ncn[nH]1)N1c2ccccc2Sc2ccccc21 | -0.41
CC1(C)Cc2ccccc2C2=C(C(=O)N3CCCCC3)C(=O)C(=O)N21 | -0.36
Cc1noc(-c2ccccc2)c1NC(=O)Nc1ccc2sccc2c1 | 0.17
Cn1c(N2CCCCC2)nc2c1c(=O)n(Cc1cccc(Br)c1)c(=O)n2C | -0.4
Cc1ccc(Sc2cc(C)nc(-c3ccccn3)n2)cc1 | -1.4
C(#Cc1ccccc1)CN1CCN(c2ccccn2)CC1 | -1.8
COc1cccc(/C=C2\SC(=S)NC2=O)c1OC | -0.91
CC(C)c1ccc(C2CN=NC23CSc2ccccc2C3=O)cc1 (stereo not given) | -0.35
CN(C)c1nc(SCCOC(=O)Nc2ccccc2)nc(N(C)C)n1 | -0.16
Cn1c(=O)n(Cc2ccccc2Br)c2ccccc21 | 2.5
COc1ccc(N/N=C(\C#N)C(=O)NCCc2ccc(OC)c(OC)c2)cc1 | -0.09
NNC(=S)N/N=C/c1ccccc1[N+](=O)[O-] | -0.3
O=C1c2cccc3cc([N+](=O)[O-])cc(c23)C(=O)N1Cc1ccncc1 | 3.5*
CC1CN(C(=S)Nc2cccc(C(F)(F)F)c2)CC(C)O1 (stereo not given) | -0.87
COC(=O)c1sc2ccccc2c1O | -0.62
COc1ccc2c(c1)CN(Cc1ccccc1)CO2 | -0.05
CC(C)(C)c1cc2nc(C(F)(F)F)cc(SCCOC(=O)c3ccc(Cl)cc3)n2n1 | -0.18
O=C(O)Cn1c2ccccc2c2nc3ccccc3nc21 | -1.6
O=C1C2CCC(C(O)C2)N1Cc1ccccc1 (stereo not given) | -0.08
O=C(Nc1nc2ccc(Cl)cc2s1)C1CN(C(c2ccccc2)c2ccccc2)C1 | -0.17
Cc1onc(-c2c(F)cccc2Cl)c1-c1ncc(-c2ccc(Br)cc2)o1 | -1.6
N#Cc1c(NC(=O)C(=O)c2c[nH]c3ccccc23)sc2c1CCCC2 | 4.6*

Additional records follow.
canonical_smiles | Dicer inh
CN(C)c1ccc([N+](=O)[O-])cc1C(F)(F)F | -1.6
CCC(CC)n1[nH]c(=O)c2c(C)cc(=O)[nH]c21 | 0.36
CCOC(=O)c1c(C)nn(-c2ncccc2[N+](=O)[O-])c1C | -0.17
O=c1c2nnn(Cc3ccccc3Cl)c2ncn1Cc1ccc([N+](=O)[O-])cc1 | 1.6
COc1ccc(OCc2nc(-c3ccc(OC)c(OC)c3)no2)cc1 | -0.93
CCOC(=O)N1CCc2c(sc3c2C(=O)NC(c2ccc(OCC)cc2)N3)C1 (stereo not given) | -3.9
C=CCn1c(SCC(=O)c2c(C)[nH]c3ccccc23)nnc1-c1ccccc1 | 1.1
CCCC(=O)Nc1ccc2c(c1)COC2=O | 0.46
O=S(=O)(c1ccc(-c2noc(-c3ccccc3)n2)cc1)N1CCOCC1 | 3.3*
CCOCc1ccc2oc(C(=O)OCCN(CC)CC)cc2c1 | 0.17
COc1ccc2c(=O)c(-c3ccccc3)coc2c1 | 0.44
C#CC(C)(C)NS(=O)(=O)c1ccc(F)cc1 | -0.55
CC(C)NC(=O)CSc1nc(-c2ccc(F)cc2)cc(C(F)(F)F)n1 | 0.87
O=C(CSc1nc2ccccc2c(=O)n1-c1ccc(Cl)c(Cl)c1)c1ccc(F)cc1 | -0.25
Clc1ccc(-c2nc(N3CCCCC3)c(Cl)c(N3CCCCC3)n2)cc1 | -0.63
O=C(O)c1ccc(NC2SC(=O)N(c3ccccc3)C2=O)cc1 (stereo not given) | -0.52
